Bioassay records: PubChem BioAssay, National Center for Advancing Translational Sciences (NCATS)
GAA spleen mod – inhibits or activates alpha-glucosidase in human spleen homogenate; human spleen homogenate, 4-MU-alpha-glucoside fluorescence; hit rate 0.006% among 240,000; P10253; Potency, µM (highest dose often 79.9 µM), for the others: at the highest dose activity change, negative = inhibition, actives largely listed as inhibitors;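 also: potency is read from the fitted curve at half-maximal effect; 0% = enzyme with vehicle and -100% = no enzyme basal signal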
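Enzyme source: human spleen homogenate, 1 ug/well. Buffer 50 mM citric acid/K phosphate pH 5.0, 0.01% Tween-20. 4-MU-alpha-glucoside 1 mM; 37 C x 40 min; NaOH/glycine stop; fluorescence.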
Lamin A splicing – modulators of lamin A splicing; HeLa LMNA splicing GFP/RFP minigene ratio, 48 h; Potency, µM (series often up to 46.1 µM), inactives show at the top dose ratio change, negative = inhibition, hits mostly inhibitors; hit rate 0.01% among 200,000; AID 1487; active = well fitted inhibition curve with a large enough effect in the signal ratio, with a control signal flat, not every such curve was filed as active; inconclusive = small, poorly fitted or top-dose-only effect, or effect the other way, or a change in a side signal; the % refers to the signal ratio; also: potency is read from the fitted curve at half-maximal effect; % is scaled to controls: 0 for no effect and ±100 for the full control effect
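S3 HeLa stable clones carrying a lamin A-EGFP splicing minigene plus DsRed2 were seeded at 600 cells/well in Opti-MEM with 2% FBS, pin-dosed and incubated 48 h at 37°C. Acumen cytometry (488 nm) gave the GFP/RFP total-intensity ratio.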
CBFb RUNX1 block – CBF-beta/RUNX1 interaction disruption; Potency, µM (series often up to 59.8 µM), for inactives: top-dose activity, negative = inhibition, hits mostly inhibitors; AlphaScreen CBFb-His/RUNX1-biotin binding, biochemical; 230,000 tested, under 10 active; also: % of control where 0% means no effect
Target sequence (Q01196 whole entry, looked up): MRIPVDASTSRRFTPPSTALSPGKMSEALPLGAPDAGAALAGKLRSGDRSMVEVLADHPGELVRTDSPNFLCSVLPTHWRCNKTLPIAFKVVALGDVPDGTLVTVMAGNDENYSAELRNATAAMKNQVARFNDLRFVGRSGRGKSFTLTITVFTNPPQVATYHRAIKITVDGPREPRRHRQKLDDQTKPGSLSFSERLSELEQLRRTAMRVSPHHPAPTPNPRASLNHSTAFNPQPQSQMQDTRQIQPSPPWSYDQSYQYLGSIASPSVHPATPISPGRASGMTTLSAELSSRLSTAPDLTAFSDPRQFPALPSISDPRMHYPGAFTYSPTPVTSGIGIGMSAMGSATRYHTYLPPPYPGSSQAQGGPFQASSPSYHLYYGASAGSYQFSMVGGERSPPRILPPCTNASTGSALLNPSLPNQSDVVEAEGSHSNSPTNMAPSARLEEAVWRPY
Target sequence (Q13951 whole entry, looked up): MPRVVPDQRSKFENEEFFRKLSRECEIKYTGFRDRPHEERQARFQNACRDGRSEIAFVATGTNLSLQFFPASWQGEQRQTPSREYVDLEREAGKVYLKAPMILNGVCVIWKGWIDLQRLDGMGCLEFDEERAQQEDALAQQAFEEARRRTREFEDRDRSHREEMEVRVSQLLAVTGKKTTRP
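Interaction loss through any mechanism counts as activity. Pre-formed complex of His-CBF-beta and biotin-RUNX1 (30 nM apiece) is incubated with compound 15 min, then with 50 ng nickel and 50 ng streptavidin beads for 90 min before AlphaScreen detection.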
HTT cytoprotect – cytoprotection in Huntington HTT-Q103 PC12 cell model | PC12 HTT-Q103 induced, cytoprotection, ATP luminescence, 40 h | Potency, µM (top dose mostly 56.4 µM), for inactives: cytoprotection (ATP increase), most hits filed as activators | hit rate 0.14% among 230,000;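 also: potency is read from the fitted curve at half-maximal effect; % of control where 0% means no effect; nearly all actives have a fitted effect of over 45% in size; toxic huntingtin expression switched on by the ecdysone agonist tebufenozide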
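Huntington model: PC12 line, ecdysone-inducible HTTQ103 exon1–GFP, tebufenozide 100 nM. Test articles in a dose series. Endpoint luminescence from cellular ATP.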
GAA inh – inhibitors of human lysosomal alpha-glucosidase; P10253; Potency, µM (doses to about 76.9 µM), inactives show at the highest dose activity change, negative = inhibition, hits mostly inhibitors; purified human GAA, 4-MU-alpha-glucoside fluorescence; AID 1466; hit rate 0.005% among 200,000;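 also: potency is read from the fitted curve at half-maximal effect; plate controls were uninhibited enzyme wells for no effect and no-enzyme background for full effect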
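Endpoint fluorogenic read: 20 min room-temperature reaction of 4 nM human alpha-glucosidase with 400 uM 4-methylumbelliferyl-alpha-D-pyranoside, pH 5.0, quenched with 1M NaOH/1M glycine pH 10. AC50 from Hill modeling.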
HTT aggregate – mutant huntingtin aggregation inhibition; PC12 HttQ103-GFP aggregates, Acumen cytometry, 40 h; Potency, µM (highest dose often 46.1 µM), without a hit: at the highest dose activity change, negative = inhibition, hits mostly inhibitors; hit rate 1.1% among 220,000; AID 1688; also: potency is read from the fitted curve at half-maximal effect; % is scaled to controls: 0 for no effect and ±100 for the full control effect; nearly all actives have a fitted effect of over 60% in size
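Using laser scanning cytometry, GFP-positive aggregates were counted after lysis of PC12 cells induced with 100 nM tebufenozide to express HTT exon 1 Q103–GFP. Compounds were tested in titration.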
GAA glycogen – GAA glycogen-cleavage inhibition or activation. recombinant GAA, glycogen substrate, Amplex Red glucose oxidase fluorescence. Potency, µM (series often up to 76.4 µM), for the others: at the highest dose activity change, negative = inhibition, actives largely listed as inhibitors. hit rate 0.38% among 300,000;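 also: potency is read from the fitted curve at half-maximal effect; 0% = full enzyme reaction and -100% = no-enzyme basal signal; the screen sought inhibitors and activators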
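qHTS, 1536-well; enzyme 4 nM final; cpd up to 77 uM; substrate bovine liver glycogen 30 ug; 50 mM citrate/phosphate pH 5.0, 0.01% Tween-20; 37 C, 40 min; Amplex Red detection 45 min RT; Hill fit → AC50.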
Numbers without * were called inactive; ? = inconclusive; / = not tested or not shown; [ ] = another dose, or the depositor's remark. Unless noted, calls follow the shape of the dose curve; as a rule, active = well fitted curve in the direction sought with a large enough effect; inconclusive = small, poorly fitted or top-dose-only effect, or another doubt; inactive = no such curve, though single readings can be large; an effect the other way counts as inactive or inconclusive.

SMILES	HTT aggregate	GAA glycogen	Lamin A splicing	GAA inh	HTT cytoprotect	CBFb RUNX1 block	GAA spleen mod
CN1CCN(S(=O)C23CC4CC(CC(C4)C2)C3)CC1 (stereo not drawn)	?	-10%	-7%	6%	/	-1%	0%
O=C(COC(=O)CNC(=O)C12CC3CC(CC(C3)C1)C2)Nc1ccccc1	10%	6%	0%	4%	14%	-4%	-12%
Cc1ccc(NC(=O)NCCSc2ccc(C)cc2)cc1	-4%	6%	/	-7%	/	5%	2%
CN1CCN(C(c2cccs2)c2nnnn2Cc2ccc(F)cc2)CC1 (stereo not drawn)	41%[9.22 µM]	10%	/	6%	35%[10 µM]	-12%	12%
CCOc1ccc2nc(NC(=O)c3cnccn3)sc2c1	1%	4%	1%	0%	-14%	0%	-8%
Cc1ccccc1OCCNc1cc(N2CCCCC2)ccc1[N+](=O)[O-]	?	0%	-3%[0.0737 µM]	-10%	-4%	?	-9%
O=C(O)c1cc2nc(-c3ccccc3)cc(-c3ccccc3)n2n1	-14%[9.22 µM]	1%	-14%[46 µM]	-6%	-4%[10 µM]	-11%	-10%
CCOC(=O)c1cccc(NC(=O)COc2ccc([N+](=O)[O-])cc2)c1	13%	-8%	1%	6%	0%	-4%	-20%
COc1ccc(-c2nnc3n2N=C(C)CS3)cc1	0%	6%	-4%	?	-7%	-1%	1%
CCCc1nnc(NC(=O)CCN2C(=O)c3ccccc3C2=O)s1	-2%	7%	6%	-14%	3%[0.074 µM]	4%	-14%
CCCc1nc2c(=O)[nH]c3ccccc3c2o1	-17%	-5%	7%	-16%	-2%	2%	-4%
O=C(NC(=S)Nc1cccc(C(F)(F)F)c1)c1ccc2nonc2c1	0%[9.22 µM]	?	/	/	8%[10 µM]	-9%	-2%
O=C(Cc1cccc(Cl)c1)Nc1ccc(Br)cc1	15%[9.22 µM]	2%	-12%[46 µM]	9%	11%[10 µM]	14%	-2%
Cc1cc(-c2ccccc2)[nH]c(=O)c1C#N	16%	28%	/	?	/	16%	6%
O=C(NC1CCN(C(=S)NCCc2ccccc2)CC1)C1CC1	?	-4%	16%[46 µM]	5%	/	3%	-4%
COc1ccc(CNCCc2ccc(Cl)cc2)cc1OCc1ccccc1	?	-21%	?	3%	-51%[inhibitor]	-2%	0%
O=[N+]([O-])c1cccc(C(O)C23CN4CN(CN(C4)C2)C3)c1 (stereo not drawn)	-14%[9.22 µM]	10%	/	/	-6%[10 µM]	-13%	-8%
C=C1CCN([C@@H](C)C(=O)NCc2cc(OC)c(OC)c(OC)c2)S(=O)(=O)c2ccccc21	34%[9.22 µM]	-1%	/	/	10%[10 µM]	5%	4%
Cc1cc(C)n(-c2nnc(NCc3ccc(Cl)cc3)nn2)n1	?	-6%	?	-1%	-125%[inhibitor]	?	-10%
COc1cccc(C(=O)Nc2cccc(-c3nc4ncccc4o3)c2C)c1	-30%	1%	20%	-7%	-13%	-3%	-1%
Cc1ccc(C)c(S(=O)(=O)N/N=C/c2cccnc2)c1	12%	1%	-5%	12%	17%[10 µM]	-21%	1%
CCCOc1ccccc1N/C(=N/c1nc(C)cc(C)n1)NC(=O)COc1ccc(OC)cc1	-33%	-7%	?	-6%	4%	-3%	2%
N#C/C(=C\c1ccco1)Sc1nc2ccccc2s1	6%	-8%	?	?	-1%	3%	-3%
O=c1cc(O)n(-c2ccccc2)c(=S)[nH]1	19%	-13%	-6%	-3%	27%[10 µM]	-4%	0%
CCCCCn1c(CN2CCN(c3cccc(Cl)c3)CC2)nc2c1c(=O)[nH]c(=O)n2C	-20%	-10%	5%	-1%	-4%	6%	7%

(continued)
SMILES	HTT aggregate	GAA glycogen	Lamin A splicing	GAA inh	HTT cytoprotect	CBFb RUNX1 block	GAA spleen mod
O=C(c1ccc(S(=O)(=O)N2CCCCC2)cc1)N1CCc2ccccc2C1	24%[9.22 µM]	1%	/	6%	7%[10 µM]	8%	-3%
O=C(Nc1ccc(Br)cc1)C1CCC(=O)N1Cc1ccccc1Cl (stereo not drawn)	-1%	2%	-12%	-4%	-7%	3%	1%
CCCC(C)C(=O)Nc1cc([N+](=O)[O-])ccc1F (stereo not drawn)	20%	-5%	2%	?	36%[10 µM]	12%	-14%
O=C(CSc1ccc2ccccc2c1)NC1CCCc2ccccc21 (stereo not drawn)	-5%	-8%	-7%	0%	0%[10 µM]	5%	-4%
CN1CCN(c2nc(C(N)=O)cc(-c3ccccc3)n2)CC1	?	2%	-8%	-3%	1%[10 µM]	7%	-11%
COCC(=O)NC1CCN(S(=O)(=O)c2ccc(C(=O)O)cc2)CC1	1%	-5%	-3%	-3%	14%[10 µM]	14%	6%
O=C(c1ccccc1)c1nccc2ccccc12	-2%	0%	14%	5%	/	0%	-1%
CC1(C)C(=O)C2(CCCCC2)C(=O)OC1C(=O)c1ccccc1 (stereo not drawn)	-1%	5%	8%	3%	46%[0.074 µM]	8%	0%
CCOC(=O)c1[nH]c2ccc(OC)cc2c1N=CN(C)C	-31%	-27%	?	-9%	-33%	-4%	-3%
CCOC(=O)N1CCC(n2c(SCC(=O)NCc3ccccc3)nc3ccccc3c2=O)CC1	-19%	6%	1%	-3%	-8%	2%	3%
COCCOC(=O)CC1=NC(=O)CS1	4%	2%	5%	-4%	11%[0.074 µM]	4%	-2%
COc1ccc(/C=C2\SC(=S)N(NC(=O)c3ccncc3)C2=O)cc1OC	?	4%	-17%[46 µM]	-2%	-37%	5%	-8%
O=C(NNC(=O)c1cc(-c2ccccc2)n(-c2ccccc2)n1)c1cccc([N+](=O)[O-])c1	-28%	-4%	1%	-5%	28%[1.9 µM]	-12%	6%
CSCC[C@H](NC(=O)CCCn1nnc2ccccc2c1=O)C(=O)O	-17%[9.22 µM]	7%	/	/	-5%[10 µM]	6%	1%
COc1ccc(NC(=S)NCCc2c[nH]c3ccccc23)c(OC)c1	-8%	-4%	?	-2%	/	-9%	1%
Cn1c(-c2ccc(Cl)cc2)cnc1N	-30%	-2%	-2%	-6%	9%	-7%	0%
CCOC(=O)C(=CNc1cc(C)nn1-c1ccc(Cl)cc1)C(=O)OCC	-10%	10%	2%	8%	-15%	7%	-5%
Cc1ccc(NC(=O)COC(=O)C2CC3C=CC2C3)cc1S(=O)(=O)N1CCCCC1 (stereo not drawn)	-7%	-9%	-2%	1%	3%[10 µM]	7%	4%
COC(=O)c1nnn(CC(=O)Nc2cc(Cl)ccc2C)c1C(=O)OC	9%	-10%	7%	9%	11%[10 µM]	-1%	-14%
Nc1nc(C(=O)N2CCOCC2)nn1S(=O)(=O)c1ccccc1	8%	11%	3%	-1%	-17%	6%	7%
COCCn1c(=O)c(-c2cccs2)nc2cncnc21	/	/	-4%	/	-9%	/	1%
Cc1nn(C)c(C(=O)N2CCOCC2)c1Cl	3%	-8%	-10%	-1%	/	-5%	-5%
COc1ccc2oc(=N)c(C(=O)Nc3ccccc3)cc2c1	5%	18%	13%	2%	-23%	-2%	2%
CC1(C)CC(=O)C=C(N2CCOCC2)C1	-7%	6%	22%[46 µM]	-7%	-38%[inhibitor]	-6%	-1%
CCN1C(=O)CC(Sc2ccccc2N)C1=O (stereo not drawn)	?	1%	5%	-6%	15%	3%	-10%

More compounds follow:
SMILES	HTT aggregate	GAA glycogen	Lamin A splicing	GAA inh	HTT cytoprotect	CBFb RUNX1 block	GAA spleen mod
Cc1cccc(N2CN(Cc3cccnc3)CNC2=S)c1	-7%	-4%	9%	-3%	28%[10 µM]	4%	-15%
COc1ccc(CNC(=O)c2cc(-c3ccc(OC)c(OC)c3)on2)cc1	10%	-1%	?	-1%	6%[10 µM]	12%	-9%
CC(C)c1ccc(C(=O)CSc2n[nH]c(-c3ccncc3)n2)cc1	?	8%	?	0%	-45%[10 µM]	-4%	-15%
C=CCOc1ccc(C=Nc2ccc(Cl)cc2)c(O)c1	4%	7%	-6%	3%	30%[10 µM]	6%	10%
O=C(CC1C(=O)NCCN1C/C=C/c1ccccc1)NCCCC1CCCC1 (stereo not drawn)	-2%[9.22 µM]	24%	/	7%	-49%[inhibitor][10 µM]	1%	3%
CC(=O)Nc1ccc(N2CCCCC2)c(C(=O)Nc2cccc(C)c2)c1	13%	-19%	-2%	?	1%	-1%	-9%
COc1ccc(OCC(O)CNC(=O)c2ccc(OC)cc2)cc1 (stereo not drawn)	-5%	4%	7%[46 µM]	-1%	7%	7%	0%
Cc1nn(CC(=O)NC(C)c2ccccc2)c(=O)c2ccccc12 (stereo not drawn)	?	2%	8%	1%	-5%[0.074 µM]	6%	-8%
O=C(COC(=O)C1CCC(=O)N1)Nc1ccc(Br)cc1 (stereo not drawn)	-11%	10%	-11%	0%	-1%[1.9 µM]	-4%	3%
N#CCC(=O)N/N=C/c1ccc(OS(=O)(=O)c2ccccc2)cc1	-9%	-2%	2%	-6%	5%[10 µM]	5%	-2%
COc1ccc(C(=O)Cc2nnc(C)s2)cc1	5%	4%	-3%	-7%	/	8%	-2%
COc1cc(C(=O)NCCC(=O)NCCc2ccc(Cl)cc2)cc(OC)c1OC	0%	-2%	-4%	-6%	9%[10 µM]	-4%	-9%
O=C(N/N=C/C1CC=CCC1)c1ccc(Cl)cc1O (stereo not drawn)	?	?	?	5%	-70%[inhibitor][10 µM]	9%	-5%
O=C(OCCN1C(=O)c2cccc3c(N4CCOCC4)ccc(c23)C1=O)c1ccc(Cl)cc1	?	-5%	-8%	-3%	?	?	-16%
